# Screening data: PubChem BioAssay, The Scripps Research Institute Molecular Screening Center
# TEAD-YAP inh: TEAD-YAP interaction inhibition, primary screen, TEAD-YAP interaction inhibitor project, luminescence, HEK-TIYL cells; TEAD-Gal4/YAP UAS-luciferase luminescence; inhibition, % at 9.12 µM; 640,000 tested, 1.4% active; in the data active means inhibition above about 32%;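 further: 0% = median of test compound wells and 100% = reference inhibitor wells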
# FBW7 act: FBW7 E3 ligase activators, primary screen, biochemical, AlphaScreen, human; AID 1259310, 2017; 650,000 tested, 0.13% active; normalized activity (activation), % at 26.1 µM; AlphaScreen FBW7–phospho-cyclin E peptide binding, activator screen; in the data active means normalized activity above about 1.9%;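 further: purified mutant Fbw7 with reduced substrate affinity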
# MITF inh: MITF inhibitors, primary screen, biochemical, AlphaScreen, human. Microphthalmia-associated transcription factor (Homo sapiens), O75030. AlphaScreen MITF homodimerization, bead proximity signal. inhibition, % at 2.6 µM. 650,000 tested, 0.91% active. AID 1259374, 2018; in the data active means inhibition above about 50%;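 further: 0% = vehicle wells with protein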
# Target sequence (O75030 whole entry, looked up): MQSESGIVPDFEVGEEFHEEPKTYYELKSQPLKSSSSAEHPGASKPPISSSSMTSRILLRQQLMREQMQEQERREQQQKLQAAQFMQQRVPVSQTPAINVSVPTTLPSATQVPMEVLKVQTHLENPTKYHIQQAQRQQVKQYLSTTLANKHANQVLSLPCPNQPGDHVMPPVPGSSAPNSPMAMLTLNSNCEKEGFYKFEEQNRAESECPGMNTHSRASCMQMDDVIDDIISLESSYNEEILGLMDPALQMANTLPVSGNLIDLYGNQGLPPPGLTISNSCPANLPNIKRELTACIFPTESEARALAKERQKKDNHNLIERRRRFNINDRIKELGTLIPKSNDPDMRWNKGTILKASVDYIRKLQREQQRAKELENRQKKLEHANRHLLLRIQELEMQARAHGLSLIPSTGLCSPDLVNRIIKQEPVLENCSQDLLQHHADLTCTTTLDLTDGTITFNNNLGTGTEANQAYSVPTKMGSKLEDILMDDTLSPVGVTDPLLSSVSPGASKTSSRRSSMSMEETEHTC
# GPR151 ag: activators of human GPR151, primary screen, cell-based, PathHunter beta-arrestin, luminescence; activation, % at 11.2 µM; 650,000 tested, 1% active; PathHunter beta-arrestin GPR151 cells; in the data active means activation above about 4.9%;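 further: 0% = median of compound wells and 100% = cells with positive control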
# Target sequence (Q8TDV0 whole entry, looked up): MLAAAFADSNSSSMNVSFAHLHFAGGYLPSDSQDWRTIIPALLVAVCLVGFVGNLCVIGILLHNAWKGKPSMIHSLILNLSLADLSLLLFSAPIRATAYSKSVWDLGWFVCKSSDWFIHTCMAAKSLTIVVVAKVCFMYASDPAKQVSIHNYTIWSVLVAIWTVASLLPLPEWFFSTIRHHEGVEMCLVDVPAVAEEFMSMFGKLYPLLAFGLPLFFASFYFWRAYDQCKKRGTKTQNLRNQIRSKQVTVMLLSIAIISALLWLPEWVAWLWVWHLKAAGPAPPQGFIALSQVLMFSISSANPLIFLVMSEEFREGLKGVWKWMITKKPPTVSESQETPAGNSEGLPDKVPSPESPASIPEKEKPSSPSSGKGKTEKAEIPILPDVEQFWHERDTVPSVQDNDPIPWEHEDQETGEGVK
# An asterisk follows results filed as active. Rows were taken by chance; any-hit rate near 3.4%.
SMILES,TEAD-YAP inh,FBW7 act,MITF inh,GPR151 ag
Cc1cnc(NCCN2CCOCC2)nc1Nc1ccccc1,-4,0.1,13,0.2
CN1CCC(=NNC(=O)CSCc2cccc(Br)c2)CC1,1,-0.1,-2,-0.3
CCOc1nc(-c2ccc(C)cc2)ccc1-c1noc(C)n1,-4,0.4,-2,-0.5
CC1CCCCN1CCn1cnc2c([nH]c3ccc(F)cc32)c1=O (centres undefined),-3,0.6,19,-0.6
O=C(COc1ccc(CO)cc1Br)Nc1ccc(F)cc1,2,-0.1,11,0.0
Cc1cc(C)cc(NS(=O)(=O)c2c(C)nc3sccn3c2=O)c1,-8,-0.1,-6,-0.9
O=C(/C=C/c1cccs1)N1CCC2(CC1)CC2C(=O)N1CCN(c2ccccn2)CC1 (centres undefined),5,0.0,14,-0.7
O=C(c1cccc(F)c1)N1CCN(C(=O)c2cc3ncc(Br)cn3n2)CC1,-6,-0.1,-8,0.2
O=C(NCc1ccccc1)c1nnn(Cc2ccccc2)c1NC(=O)C(F)(F)F,-2,-0.1,8,-0.3
Cc1ccc(-n2c(=S)sc3c(=O)n(-c4ccccc4F)c(SCC(=O)NCc4ccco4)nc32)cc1C,-7,0.2,2,-0.1
CCC1C(=O)NCCN1C(=O)CC1(c2ccccc2F)CC(=O)N(C2CCCCC2)C1=O (centres undefined),4,0.1,7,-0.7
COc1cccc(CN2CCN(C3CCN(Cc4ccccc4)CC3)CC2)c1,15,0.0,22,0.3
CCOC(=O)CNC(=O)c1cc2c(s1)CCC(CC)C2 (centres undefined),-43,-0.1,5,1.6
CCOC(=O)C(C)Sc1nnc2c(n1)[nH]c1ccc(F)cc12 (centres undefined),-4,0.0,14,0.5
Cc1ccc(-c2csc(NC(=O)CN3C(=O)CCC3=O)n2)c(C)c1,11,-0.1,3,0.6
CCC(Sc1nc(=O)cc(N)n1-c1ccccc1)C(=O)Nc1cc(C)on1 (centres undefined),-4,0.5,-13,-0.9
CC(C)[C@@H](Cn1nc(C2CC2)ccc1=O)NC(=O)c1nccc2ccccc12,8,0.0,14,-0.1
O=C(c1ccc2c(c1)CCO2)N1CC=C(c2ccccc2)CC1,-1,0.0,0,-0.5
Cc1ccc(-n2cnc3cc(C(=O)NCCN4CCOCC4)ccc32)c(C)c1,3,-0.1,-1,0.9
Cn1c(=O)c2[nH]c(N3CCC(C(=O)O)CC3)nc2n(C)c1=O,6,-0.3,41,0.1
CC(C)[C@H](NC(=O)c1ccccc1F)C(=O)NC1CCCCC1,5,0.2,6,0.1
COc1ccc(C2CC(C(F)(F)F)n3nc(C(=O)Nc4ccc(C)c(Cl)c4)cc3N2)cc1OC (centres undefined),-6,0.0,3,0.4
COC(=O)C(NC(=O)C1(C)Oc2ccccc2NC1=O)c1ccccc1 (centres undefined),5,0.1,12,1.2
COCCN(C(=O)CCc1nnc(C2CCCCC2)o1)C(C)C,-26,-0.1,4,-1.8
Cc1cccc(NC(=O)C2CC(=O)N(c3ccc(Br)cc3)C2)n1 (centres undefined),-6,-0.1,-3,2.1
# The list goes on.
SMILES,TEAD-YAP inh,FBW7 act,MITF inh,GPR151 ag
O=S(=O)(Nc1ccccc1Sc1cnccn1)c1ccccc1,-12,0.2,13,-0.4
Cc1ccc(NC(=O)Cn2c(-c3ccccc3F)nc3ccccc3c2=O)cc1F,-11,0.0,-4,1.5
COc1ccc(-c2cn3c4c(=O)n(C)c(=O)n(C)c4nc3n2-c2ccc(F)cc2)cc1OC,-4,-0.2,-10,-0.5
CCC(C)NC(=O)CSc1nnc(-c2ccoc2C)n1-c1ccc(OC)cc1 (centres undefined),-7,-0.1,-2,0.5
CCOC(=O)C1=C(C)N=c2s/c(=C\c3ccc(OC)c4ccccc34)c(=O)n2C1c1c(OC)ccc2ccc(OC)cc12 (centres undefined),1,0.1,10,-0.6
COC(=O)C1=C(C)Nc2nc(SC)nn2C1c1cccs1 (centres undefined),-6,-0.1,-7,0.4
CSc1ncc(CN2CCCC(CNC(=O)c3n[nH]c4ccccc34)C2)cn1 (centres undefined),-4,0.1,2,-0.8
CCOc1ccc(NC(=O)C2(c3ccccc3)CC2(Cl)Cl)cc1 (centres undefined),1,-0.1,-8,0.0
O=C(O)CC12CC3CC(C1)CC(n1ncc(Nc4cccc(Cl)c4)c(Cl)c1=O)(C3)C2,3,-0.1,7,-0.3
c1ccc(OCCNc2cc(Nc3ccc4ncccc4c3)ncn2)cc1,-22,0.0,3,-0.7
OCCN1CCN(c2ncnc3ccc(Br)cc23)CC1,39*,0.1,-18,-0.1
CC1(C)Cc2ccccc2C(C(=O)c2ccccc2)=N1,-12,-0.1,-6,0.2
CCC(C)(NC)c1nnnn1-c1ccc(Cl)cc1 (centres undefined),3,0.2,4,-1.6
C#CCN(CC=C)C(=O)CCc1nnc(COc2ccccc2)o1,-19,0.0,3,-0.9
Nc1cccc2c1C(=O)N(C(=O)c1ccc3c(c1)S(=O)(=O)N=C1CCCCCN13)C2=O,3,-0.1,4,0.0
Cc1cc(=O)[nH]c(N/N=C/c2c3ccccc3cc3ccccc23)n1,-1,-0.3,51*,-1.7
CCn1c(C)nc2cc(C(=O)O)c(C(=O)O)cc21,4,0.1,-1,3.4
COc1ccc(C2C(C(=O)OCCOc3ccccc3)=C(C)NC3=C2C(=O)CC(C)(C)C3)cc1Br (centres undefined),4,1.2,16,-1.2
COc1ccccc1/C=C/CN1CCNC(=O)C1CC(=O)NCCCn1cccn1 (centres undefined),-15,0.0,-12,0.5
c1ccc(-n2nnnc2CSc2nc3ccccc3o2)cc1,6,0.0,-6,6.6*
O=S(=O)(NCCC1=CCCCC1)c1ccc(I)cc1,-2,0.2,-12,0.5
COc1ccc2c(=O)c(-c3ccc(O)cc3)coc2c1,81*,-0.1,-7,-2.0
O=S(=O)(NCCOC12CC3CC(CC(C3)C1)C2)c1cc(Cl)ccc1Cl,-3,-0.1,-1,2.2
c1nc(N2CCCC2)c2c3c(sc2n1)CCCCC3,-13,0.3,13,1.8
Cc1ccc(-n2cc(-c3ccccc3)c3c(Nc4cccc(F)c4)ncnc32)cc1Cl,4,-0.1,3,-1.9

# A portion from further up, as a working copy:
SMILES,TEAD-YAP inh,FBW7 act,MITF inh,GPR151 ag
Cc1cnc(NCCN2CCOCC2)nc1Nc1ccccc1,-4,0.1,13,0.2
CN1CCC(=NNC(=O)CSCc2cccc(Br)c2)CC1,1,-0.1,-2,-0.3
CCOc1nc(-c2ccc(C)cc2)ccc1-c1noc(C)n1,-4,0.4,-2,-0.5
CC1CCCCN1CCn1cnc2c([nH]c3ccc(F)cc32)c1=O (centres undefined),-3,0.6,19,-0.6
O=C(COc1ccc(CO)cc1Br)Nc1ccc(F)cc1,2,-0.1,11,0.0
Cc1cc(C)cc(NS(=O)(=O)c2c(C)nc3sccn3c2=O)c1,-8,-0.1,-6,-0.9
O=C(/C=C/c1cccs1)N1CCC2(CC1)CC2C(=O)N1CCN(c2ccccn2)CC1 (centres undefined),5,0.0,14,-0.7
O=C(c1cccc(F)c1)N1CCN(C(=O)c2cc3ncc(Br)cn3n2)CC1,-6,-0.1,-8,0.2
O=C(NCc1ccccc1)c1nnn(Cc2ccccc2)c1NC(=O)C(F)(F)F,-2,-0.1,8,-0.3
Cc1ccc(-n2c(=S)sc3c(=O)n(-c4ccccc4F)c(SCC(=O)NCc4ccco4)nc32)cc1C,-7,0.2,2,-0.1
CCC1C(=O)NCCN1C(=O)CC1(c2ccccc2F)CC(=O)N(C2CCCCC2)C1=O (centres undefined),4,0.1,7,-0.7
COc1cccc(CN2CCN(C3CCN(Cc4ccccc4)CC3)CC2)c1,15,0.0,22,0.3
CCOC(=O)CNC(=O)c1cc2c(s1)CCC(CC)C2 (centres undefined),-43,-0.1,5,1.6

# Going on with the list:
SMILES,TEAD-YAP inh,FBW7 act,MITF inh,GPR151 ag
O=C(Cc1cccs1)NCc1cccs1,-16,-0.1,-3,0.7
CC(=O)Nc1ccc(Nc2nc(-c3ccc(N4CCOCC4)nc3)nc3nc[nH]c23)cc1,3,0.5,18,1.4
O=C(Nc1ccccn1)c1ccc2c(c1)C(=O)N(c1ccccn1)C2=O,4,-0.3,0,4.3
O=C(c1cc2c(F)cccc2s1)N1CCCC1,-9,0.0,8,-1.2
COc1ccc(/C=C/C(=O)Nc2ccc(Cl)c(Cl)c2)cc1OC,1,0.0,2,1.8
C/C(=N\O)C(=O)NCCCN1CCOCC1,1,0.0,6,0.6
CCc1ccc(NC(=O)c2ccc(F)c(S(=O)(=O)N3CCC4(CC3)OCCO4)c2)cc1,5,-0.1,-10,0.7
Cc1ccc2nc(N3CCN(C)CC3)c(/C=C3\SC(=S)N(C)C3=O)c(=O)n2c1,2,0.0,3,0.0
COc1ccc(S(=O)(=O)NCc2ccc3c(c2)OCO3)cc1Br,3,-0.1,12,-1.7
Cc1cc2c(cc1S(=O)(=O)NC1CCCCC1)OCCN2C,-4,-0.2,9,-0.1
O=C(c1cccc2ccccc12)C1CCCN(C(=O)c2ccc3nc[nH]c3c2)C1 (centres undefined),-9,0.0,-1,0.3
CCc1cccc(CC)c1NC(=O)c1ccc(N)cc1,3,0.0,16,1.9
COCCNC(=O)CN1C(=O)COc2ccc(Cl)cc21,-1,-0.1,5,7.8*
CCOc1ccc(OCc2ccc(C(=O)NNC(=O)[C@@H](NC(N)=O)[C@@H](C)CC)cc2)cc1,-35,-0.1,-6,0.3
COc1ccc(C2CC(O)(C(C)(C)O)NO2)cc1 (centres undefined),-12,-0.2,-5,-0.4
CC(C)CCNC(=O)CSc1nc2ccsc2c(=O)n1CCCC(=O)NCc1ccc2c(c1)OCO2,1,0.0,5,1.1
O=C(CSc1cccc2cccnc12)NNC(=O)c1cc2ccccc2o1,5,-0.2,7,-1.0
CCC(C)C1N=C2c3ccccc3N=C(SCc3ccccc3F)N2C1=O (centres undefined),-30,-0.3,-4,1.7
CN1CCN(c2nc(-c3ccc(Br)cc3)nc3ccccc23)CC1,-2,0.2,-2,2.2
O=C(NN1C(=O)C2C3C=CC(C4CC34)C2C1=O)c1ccncc1 (centres undefined),2,0.2,2,1.5
COc1ccc(CNC(=O)Cn2ncc3ccsc3c2=O)cc1,-38,0.2,8,-2.1
COc1ccc(C2(O)CCN(CCCCOc3ccccc3)CC2)cc1,24,1.1,10,-1.2
Cc1cc(OCC(=O)NCC2CCCO2)cc(C)c1Br (centres undefined),-20,0.2,10,-1.0
Cc1ccc(NC(=O)CSc2n[nH]c(-c3ccccc3O)n2)cc1C,13,-0.1,14,0.6
COCC(=O)NC(c1ccc(F)c(F)c1)c1nccn1C (centres undefined),-15,0.2,10,-0.6
# Further structures follow:
SMILES,TEAD-YAP inh,FBW7 act,MITF inh,GPR151 ag
O=S(=O)(NCc1csc(-c2cccnc2)n1)c1ccc2ccccc2c1,5,0.8,15,5.9*
COc1ccc(CC(=O)N2N=C(C)CC2(O)c2ccncc2)cc1 (centres undefined),-1,-0.1,-1,-0.4
COc1ccc(CCNC(=O)CCCCCn2c(SCc3cc(C)ccc3C)nc3ccsc3c2=O)cc1OC,1,0.2,-8,-0.2
CCCCCOC(=O)C1=C(C)NC(=O)NC1c1ccccc1 (centres undefined),-5,-0.1,4,0.0
CCC(=O)NC(=S)Nc1cc([N+](=O)[O-])ccc1Cl,4,-0.2,9,-1.0
CCOC(=O)CS(=O)(=O)CC(=O)Nc1ccc([N+](=O)[O-])cc1OC,-6,0.1,2,1.5
COc1cc2c(cc1OC)C(c1ccccc1Cl)NCC2 (centres undefined),2,-0.1,22,-1.5
COC(=O)c1ccccc1NC(=O)N1CCN(C/C=C/c2ccccc2)CC1,1,0.1,1,2.4
CC(=O)OC1=NN=C(OC(C)=O)C12CC=C(C)CC2c1ccccc1 (centres undefined),6,0.1,10,0.3
COCCCNC(=O)CSCc1nc(-c2ccccc2F)oc1C,-9,0.9,21,0.5
COc1ccc(/C=C(/C#N)S(=O)(=O)c2ccccc2)cc1CN1CCSCC1,-1,0.1,18,-1.4
O=C(NNC1=C(C(=O)C(F)(F)F)CCC1)C1CC1,-21,-0.3,-7,0.3
N#C/C(=C\c1ccc(F)cc1)c1nc(-c2cccc(Br)c2)cs1,-2,0.0,5,0.0
CCN1CCN(C(c2cccs2)C(C)NC(=O)C(=O)N2CCOCC2)CC1 (centres undefined),5,-0.1,1,0.3
Cc1nc(N2CCOCC2)c2c(C)c(C(=O)N3CCN(c4ccc(F)cc4)CC3)sc2n1,3,0.0,-2,-1.1
O=C(CN1CCC(O)(c2ccccc2)CC1)NC1CC1,-14,0.3,-6,0.2
Cc1ccccc1C(=O)Nc1cccc(NC(=O)c2cncc(Br)c2)c1,19,0.1,5,-1.8
CCOC(=O)C1=C(C)N=c2s/c(=C/c3ccc([N+](=O)[O-])o3)c(=O)n2C1c1ccccc1OC(C)C (centres undefined),-2,-0.1,3,1.6
COc1ccc(NC(=O)COc2cccc(OCC(C)C)c2)cc1,-4,0.2,15,0.4
CCOC(=O)c1c(NC(=O)c2nn3c(c2Cl)NC(c2ccc(OC)c(OC)c2)CC3C(F)(F)F)sc2c1CCCC2 (centres undefined),-6,0.0,1,-1.1
Cc1c(NC(=O)c2sc3cccc(Cl)c3c2Cl)c(=O)n(-c2ccccc2)n1C,-17,0.1,-8,0.9
